# GLP-1R agonist – activates the human GLP-1 receptor | HEK293 GLP-1R CRE-luciferase, luminescence, 4-6 h; cells express a hypersensitive GLP-1R form | Potency, µM (doses to about 45.6 µM), without a hit: at the highest dose activation, usual class: activators | 380,000 tested, 0.007% active | AID 624172; further: potency means the concentration at half of the fitted maximal effect; % of control where 0% means no effect
# Target sequence (P43220 whole entry, looked up): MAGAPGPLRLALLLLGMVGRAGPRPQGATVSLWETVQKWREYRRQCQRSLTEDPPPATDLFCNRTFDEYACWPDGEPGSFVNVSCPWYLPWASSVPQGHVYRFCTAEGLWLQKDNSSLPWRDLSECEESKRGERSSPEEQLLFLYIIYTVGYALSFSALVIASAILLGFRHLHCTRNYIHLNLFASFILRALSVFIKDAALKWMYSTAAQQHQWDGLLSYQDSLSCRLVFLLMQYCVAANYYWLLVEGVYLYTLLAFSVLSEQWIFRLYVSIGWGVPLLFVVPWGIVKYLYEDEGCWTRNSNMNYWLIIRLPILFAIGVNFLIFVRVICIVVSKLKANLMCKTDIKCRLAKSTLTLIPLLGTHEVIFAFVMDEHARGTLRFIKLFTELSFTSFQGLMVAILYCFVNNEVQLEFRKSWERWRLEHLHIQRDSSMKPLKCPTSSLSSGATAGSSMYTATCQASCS
# SW480 rereplic – DNA re-replication induction in SW480 cells; SW480 DNA re-replication, Hoechst DNA content imaging, 48 h; Potency, µM (highest dose often 46.1 µM), for inactives: at the highest dose re-replication activation, most hits filed as activators; 340,000 tested, 1.8% active; further: potency means the concentration at half of the fitted maximal effect; % of control where 0% means no effect; nearly all actives have a fitted effect of over 55% in size
#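 Quantitative HTS format with DMSO vehicle controls; 48 hr drug incubation at 37 C, then 40 min Hoechst staining and scanning imager measurement at 405 nm excitation.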
# KB-V1 cytotox – KB-V1 MDR subline cytotoxicity; Potency, µM (top dose mostly 46.1 µM), inactives show at the highest dose activity change, negative = cytotoxicity, hits mostly cytotoxic; KB-V1 MDR cells viability, CellTiter-Glo, 72 h; 400,000 tested, 3.4% active; AID 1347076; further: potency means the concentration at half of the fitted maximal effect; on the % scale 0 is the no-effect control and ±100 the full control effect; nearly all actives have a fitted effect of over 60% in size
#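 In this primary screen, KB-V1 cells overexpressing P-gp are incubated with library compounds (lowest to highest concentration) for 72 h at 37 degrees C before a luminescent ATP viability read.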
# KB-3-1 cytotox – kills parental KB-3-1 adenocarcinoma cells | KB-3-1 viability, CellTiter-Glo ATP luminescence, 72 h | Potency, µM (top dose mostly 46.1 µM), inactives show top-dose activity change, negative = cytotoxic, usual class: cytotoxic | 400,000 tested, 1.4% active; further: potency means the concentration at half of the fitted maximal effect; on the % scale 0 is the no-effect control and ±100 the full control effect; nearly all actives have a fitted effect of over 60% in size
#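 Cytotoxicity measured as CellTiter-Glo luminescence after 72 h at 37 C. Compound titrations were pinned onto drug-naive KB-3-1 parental adenocarcinoma cells grown in DMEM with 10% FBS, and normalized data fitted to concentration-response curves.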
# HT1080 IDH1KD tx – kills HT-1080 cells with IDH1 knockdown; HT-1080 IDH1 knockdown viability, ATP luminescence, 48 h; Potency, µM (top dose mostly 46.1 µM), for inactives: at the highest dose activity, negative = toxicity, hits mostly cytotoxic; 360,000 tested, 2% active; AID 686971;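 further: potency means the concentration at half of the fitted maximal effect; 0% = DMSO wells and -100% = cell-free medium wells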
#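 Cytotoxicity counter-line: IDH1KD HT-1080, 48 h, CellTiter-Glo. Curves classed by r2, magnitude and activity.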
# HT1080NT lethal – kills 2HG-producing HT-1080-NT fibrosarcoma cells. HT-1080-NT fibrosarcoma viability, CellTiter-Glo ATP luminescence, 48 h. Potency, µM (titrated, usually from 46.1 µM), inactives show at the highest dose activity, negative = less viability, most hits filed as cytotoxic. 360,000 tested, 1.6% active;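 further: NT is the 2HG producing partner of a matched IDH1 knockdown line; potency means the concentration at half of the fitted maximal effect; 0% = DMSO-treated cells and -100% = media-only wells without cells; nearly all actives have a fitted effect of over 55% in size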
#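 Fibrosarcoma NT cells, 750 per well in 5% FBS RPMI, were exposed to compound for 48 hours. Viability: CellTiter-Glo luminescence.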
# DRD3 agonist – D3 dopamine receptor (human) agonism; P35462; D3R DiscoveRx beta-arrestin cells, luminescence, 90 min; max activation, %; 410,000 tested, 0.58% active; AID 652048; in the data active means max activation above about 30%; further: 0% is about no effect; mostly tested at two doses, the higher about 12 µM
# Target sequence (P35462 whole entry, looked up): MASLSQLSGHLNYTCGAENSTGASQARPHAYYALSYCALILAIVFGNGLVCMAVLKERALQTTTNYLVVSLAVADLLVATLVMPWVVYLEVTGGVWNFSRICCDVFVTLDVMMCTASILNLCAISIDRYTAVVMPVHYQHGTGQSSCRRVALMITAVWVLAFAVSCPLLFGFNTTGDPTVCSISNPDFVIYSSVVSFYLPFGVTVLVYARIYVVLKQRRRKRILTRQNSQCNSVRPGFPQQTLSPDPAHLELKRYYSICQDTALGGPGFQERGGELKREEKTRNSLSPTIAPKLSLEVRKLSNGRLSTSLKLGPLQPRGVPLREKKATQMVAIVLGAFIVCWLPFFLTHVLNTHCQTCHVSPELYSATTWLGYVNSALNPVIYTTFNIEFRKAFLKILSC
#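 Agonist-mode cell screen: cells plated at 1500/well and incubated overnight at 37 °C, then exposed to library compounds for 90 min at 37 °C. Detection reagent was added for 30–60 min at room temperature, and luminescence was read.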
# IL-1B inflam inh – inflammasome signaling inhibition, IL-1 beta readout. 360,000 tested, 4.7% active. THP-1 LPS/ATP IL-1B secretion, AlphaLISA, 16 h; hits give low values. activity change, % at 57.5 µM; in the data active means activity change below about -50%; inconclusive means mostly about -30% to -49%; further: on the % scale 0 is the no-effect control and ±100 the full control effect
#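 Secreted IL-1B measured by AlphaLISA bead assay after 16 h compound exposure of THP-1 cells; compounds (final up to 57.5 uM) added 1 h before LPS (250 ng/mL) and ATP (1.25 mM) stimulation; lower signal means less secretion.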
# D3 antag – D3 dopamine receptor (human) antagonism; P35462; D3R cells, DiscoveRx beta-arrestin luminescence, antagonist mode; hits give low values; max response, negative = inhibition, %; 360,000 tested, 2.5% active; in the data active means max response below about -50%; inconclusive means no clear call, values can overlap the other calls; further: on the % scale 0 is the no-effect control and ±100 the full control effect; mostly tested at two doses, the higher about 12 µM
#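 Cells expressing the human receptor were seeded at 1500 cells/well, incubated overnight at 37 degrees C in 5% CO2, then exposed to library compounds with dopamine controls for 90 minutes at 37 degrees C before luminescent detection.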
# * hit, by the source's call; ? = inconclusive; nt = not tested or not shown; [ ] = remark or other dose. Unless noted, the call rests on the fitted dose curve; in most records, active means well fitted curve in the direction sought with a large enough effect; inconclusive means small, poorly fitted or top-dose-only effect, or another doubt; inactive means no such curve, though single readings can be large; an effect the other way counts as inactive or inconclusive.
# Second line of a record – GLP-1R agonist	SW480 rereplic	KB-V1 cytotox	KB-3-1 cytotox	HT1080 IDH1KD tx	HT1080NT lethal	DRD3 agonist	IL-1B inflam inh	D3 antag
1	Cc1ccc(NC(=O)/C=C/c2ccc([N+](=O)[O-])s2)c(C)c1
    4%	4.6µM*	0%	?	2.3µM*	2.6µM*	-11	-96*	?
2	CCOc1ccc(CSC(=N)N)cc1Cl
    -7%	?	9%	-2%	-11%	-6%	-14	-52*	-11
3	COc1cc(/C=C(\C#N)c2nc3ccccc3c(=O)[nH]2)cc(OC)c1OC
    8%	nt	4%	13%	nt	nt	1	nt	nt
4	CC1CCN(S(=O)(=O)c2ccccc2)CC1
    -1%	-4%	0%	9%	4%	6%	4	-4	-5
5	CCOC(=O)c1nnn(-c2nonc2N)c1-c1ccc(C)cc1
    29%	-1%	-7%	-3%	-11%	1%	-2	6	16
6	O=C(CCCN=C1NS(=O)(=O)c2ccccc21)OCC(=O)c1ccc(F)c(F)c1
    0%	0%	1%	-12%	8%	-1%	3	16	8
7	O=C(COc1ccc(Cl)cc1)NCc1nnc(SCC(=O)NCc2ccc3c(c2)OCO3)o1
    -9%	-3%	-1%	26%	1%	-10%	0	-7	12
8	CC(=O)Nc1ccc(S(=O)(=O)N[C@@H](C)C(=O)OCC(=O)c2ccc(Br)s2)cc1
    2%	nt	11%	0%	3%	8%	-1	14	-24
9	Cc1ccccc1SCC(=O)OCC(=O)N(C)c1c(N)n(Cc2ccccc2)c(=O)[nH]c1=O
    -13%	0%	0%	6%	3%	-1%	3	11	-4
10	N#Cc1cccc(C#N)c1Oc1ccc(N)cc1
    6%	-25%	-1%	-2%	12%	11%	-15	-12	0
11	CCOc1ccc(S(=O)(=O)N2CCC(C(=O)NCCN3CCOCC3)CC2)cc1C
    3%	-31%	9%	-2%	9%	7%	15	-13	0
12	FC(F)(F)c1ccc(Oc2ccc3cc(Br)ccc3c2)nc1
    -3%	-11%	-6%	-5%	14%	4%	-9	0	-9
13	CC(C)CNC(=O)CSc1ccc(Cl)cc1
    0%	1%	10%	22%	3%	3%	11	15	5
14	O=C(O)CC(NC(=O)c1ccncc1)c1ccccc1 (configuration not stated)
    0%	1%	-11%	4%	?	26%	7	10	2
15	N#Cc1cc2ccccc2nc1N
    3%	2%	0%	18%	10%	24%	-6	17	-26
16	Cc1c(Cl)cccc1NC(=O)Cc1ccc([N+](=O)[O-])cc1
    6%	-3%	3%	-1%	-11%	-7%	-8	7	-13
17	Cc1ccc(S(=O)(=O)CCC(=O)Nc2cccc([N+](=O)[O-])c2)cc1
    -4%	7%	5%	4%	10%	12%	4	46	6
18	CSc1ncccc1C(=O)NCc1ccc(C)cc1
    12%	?	-5%	7%	-3%	1%	-6	-8	0
19	N#Cc1cccc(OCCCN2CCC(C(O)(c3ccccc3)c3ccccc3)CC2)c1
    -4%	nt	23µM*	?	?	?	-11	-57*	-86*
20	Cc1ccc(-c2nc(N)n(C(=O)c3cccnc3)n2)cc1
    4%	-15%	0%	5%	20%	26%	-4	-16	-20
21	O=c1ccc(=O)n2n1CC(O)C2
    -8%	-4%	0%	2%	10%	15%	3	13	21
22	Cc1ccc(S(=O)(=O)N2CCCC2CNC(=O)C(=O)Nc2ccc(F)cc2)cc1 (configuration not stated)
    -21%	?	?	?	?	-9%	0	-8	-27
23	COc1ccc(/C=C/C(=O)NCCSCc2ccco2)cc1
    -5%	-6%	-4%	18%	17%	19%	-2	-4	6
24	CCOC(=O)/C=C1\SCC(=O)N1Cc1ccc(Br)cc1
    6%	15%	-12%	2%	-12%	-28%	0	5	1
25	COc1ccc(NC(=O)CCN2C(=O)[C@@H]3[C@H](C2=O)[C@H]2C=C[C@@H]3C2)cc1
    2%	17%	13%	-2%	?	18µM*	-1	-18	-2
26	CC(C)C[C@@H](CSc1ccc(Br)cc1)N1CCN(CCc2ccccc2)CCC1=O
    -2%	3%	-7%	?	-2%	-3%	-20	?	?
27	CC(=O)NC(Cc1ccc(F)cc1)C(=O)NC1CCN(C(=O)Nc2ccccc2C)CC1 (configuration not stated)
    0%	-1%	?	-3%	-9%	-5%	-2	23	-27
28	O=C(NC1CC1)c1ccc(NS(=O)(=O)c2ccc(F)cc2)cc1
    -4%	-14%	8%	3%	4%	7%	7	14	11
29	O=C1C(=O)C(Cl)=C(Cl)C(Cl)=C1Cl
    22%	nt	0%	-2%	9%	27%	0	-28	-5
30	CCOC(=O)Cc1c(C)nc(N)[nH]c1=O
    1%	-3%	-6%	-10%	1%	-4%	-6	-12	-18
31	CC(C)(C)c1ccc(Cn2c(=O)cnc3ccccc32)cc1
    7%	?	?	?	7.3µM*	9.2µM*	-6	30	0
32	CCOCCCNC(=O)C(c1ccc(Cl)cc1)N1CCN(c2ccccc2)CC1 (configuration not stated)
    -5%	-9%	2%	2%	9%	10%	-6	-3	-27
33	C=CCNc1nc(N2CCCC2)nc2ccccc12
    -1%	-3%	-26%	?	?	-30%	-9	-14	-6
34	Cc1cc(C)n2c(SCC(=O)Nc3c(C)n(C)n(-c4ccccc4)c3=O)nnc2n1
    -15%	1%	-5%	15%	0%	6%	-2	12	-9
35	COc1ccc(C(NC(=O)CC(C)C)c2c(O)ccc3ccccc23)cc1 (configuration not stated)
    -3%	3%	-1%	?	?	?	0	-15	-13
36	CC(=O)c1cccc(NC(=O)CCc2nnc3ccc(NCc4ccco4)nn23)c1
    5%	-7%	6%	-1%	1%	-2%	-2	3	8
37	CC1Oc2ccccc2N(CC(=O)N2CCCCC2)C1=O (configuration not stated)
    -1%	1%	4%	9%	10%	-3%	2	-7	3
38	Clc1ccccc1Cn1nnc2ccccc21
    -1%	-2%	-4%	-6%	7%	4%	-7	-9	-18
39	Cc1nn(C)c(C)c1NC(=O)c1ccc(S(=O)(=O)N(C)C)cc1
    -1%	-3%	4%	1%	-1%	-2%	-7	3	-13
40	Cc1ccsc1C(=O)NNC(=O)COc1ccccc1Cl
    8%	-78%[inhibitor]	9%	10%	12%	11%	4	2	-1
41	COc1ccc(-c2c(C)nn3c(N4CCOCC4)cc(C)nc23)cc1OC
    23%	-7%	-3%	-14%	3%	-15%	6	-13	13
42	COc1cccc(/C=C/C(=O)OCC(=O)Nc2ccccc2Sc2ccccc2)c1
    22%	5%	6%	6%	-14%	3%	4	11	-6
43	COc1ccc(/C=C2\C(=O)NCC(=O)N2C)cc1
    -7%	2%	-8%	-13%	0%	-6%	3	-7	11
44	Cc1ccc(S(=O)(=O)N(C)c2ccc(C)c([N+](=O)[O-])c2)cc1
    15%	-17%	?	1%	5%	23%	-7	-11	-12
45	CC1=CC(=O)C(C(C)C)=C/C1=N\OC(=O)c1cccc2nc(C)oc12
    -1%	-5%	-7%	7%	5%	7%	-14	1	?
46	Cc1ccc(N(C(C)C(=O)O)S(=O)(=O)c2cccnc2)cc1 (configuration not stated)
    -6%	-2%	-10%	-5%	-2%	1%	-1	4	0
47	Cc1ccc(S(=O)(=O)Nc2cccc(/C=C/C(=O)O)c2)cc1
    3%	2%	-10%	-2%	3%	2%	0	-2	-19
48	Nc1nc(-c2cccc(F)c2)cs1
    12%	13%	1%	7%	-4%	0%	4	-18	11
49	Cc1ccsc1-c1n[nH]c(=S)n1C1CCCCC1
    -15%	-2%	0%	-1%	11%	-2%	-6	9	0
50	O=C(O)CCCNC(=O)c1cncc(Br)c1
    -7%	-13%	5%	15%	18%	19%	1	0	44

# Shown with each value named: part of the list above.
39. Cc1nn(C)c(C)c1NC(=O)c1ccc(S(=O)(=O)N(C)C)cc1
  GLP-1R agonist = -1%
  SW480 rereplic = -3%
  KB-V1 cytotox = 4%
  KB-3-1 cytotox = 1%
  HT1080 IDH1KD tx = -1%
  HT1080NT lethal = -2%
  DRD3 agonist = -7
  IL-1B inflam inh = 3
  D3 antag = -13
44. Cc1ccc(S(=O)(=O)N(C)c2ccc(C)c([N+](=O)[O-])c2)cc1
  GLP-1R agonist = 15%
  SW480 rereplic = -17%
  KB-V1 cytotox = ?
  KB-3-1 cytotox = 1%
  HT1080 IDH1KD tx = 5%
  HT1080NT lethal = 23%
  DRD3 agonist = -7
  IL-1B inflam inh = -11
  D3 antag = -12

# Additional records
# Second line of a record – GLP-1R agonist	SW480 rereplic	KB-V1 cytotox	KB-3-1 cytotox	HT1080 IDH1KD tx	HT1080NT lethal	DRD3 agonist	IL-1B inflam inh	D3 antag
51	Cc1c(C(=O)N(Cc2cccs2)C2CCS(=O)(=O)C2)oc2ccccc12 (configuration not stated)
    6%	3%	6.5µM*	-6%	-3%	7%	21	2	-2
52	COc1cccc(/C=C(\C#N)c2nc3ccccc3[nH]2)c1OCC(=O)O
    -1%	27%	?	14%	-3%	-2%	0	6	-12
53	O=C(CN1C(=O)C2CC=CCC2C1=O)OCC(=O)c1ccc(Cl)c([N+](=O)[O-])c1 (configuration not stated)
    1%	?	?	6%	2%	1%	-8	-3	-29
54	Cc1ccc2c(Cl)c(C(=O)NCCc3ccccc3)sc2c1
    -4%	11%	-1%	15%	11%	19%	9	-5	3
55	Cc1cc(=O)oc2cc(OCC(=O)OCC(=O)NC(=O)NC(C)C)ccc12
    -6%	5%	?	16%	-1%	-2%	-1	-6	-14
56	Cc1ccc(NC(=O)Nc2nnc(CSCCOc3ccc(Cl)cc3)s2)cc1
    -12%	-3%	?	?	2%	2%	1	0	9
57	O=C(NCCN1CCOCC1)c1cccc(NS(=O)(=O)c2ccc(Br)cc2)c1
    3%	-40%[inhibitor]	0%	-4%	-6%	0%	-25	-2	-24
58	Cc1cc(NS(=O)(=O)c2ccc(NC(=S)NC(=O)/C=C/c3ccccc3)cc2)no1
    1%	7%	?	11%	-13%	4%	-3	35	-30
59	C[C@H](CO)N1C[C@H](C)[C@@H](CN(C)C(=O)NC2CCCCC2)Oc2c(NC(=O)Nc3ccc(C(F)(F)F)cc3)cccc2C1=O
    -5%	?	-20%	?	?	?	1	-6	29
60	CCOC(=O)C(=CNCC(=O)OC)C(=O)OCC
    1%	0%	21%	-4%	-2%	-4%	-9	-12	8
61	CCOc1cccc(OCCCCN2CCOCC2)c1
    0%	-11%	-6%	0%	8%	-2%	-20	8	-22
